MT stabilizer: stabilizes microtubules in HeLa cells | % tubulin-high responders, % at 10 µM | HeLa tubulin immunostaining HCS, 24 h; share of cells brighter than vehicle mean+2SD | AID 2205 | hit rate 0.83% among 200,000;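 active means plate Z-score above 3 for both tubulin-high and condensed-nucleus cell shares, with cell loss under 80%, at 10 µM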;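 further: anti alpha tubulin signal scored within the nucleus-defined area of each cell; some results filed as inactive read as strong as hits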
Insulin prom up: MIN6 insulin promoter up-regulation; hit rate 0.3% among 190,000; MIN6 insulin promoter-GFP reporter, high-content imaging; hits give high values; AID 1625; z-score at 5 µM;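 active means z-score above 3 at 5 µM with at least 500 cells counted in the well; inconclusive means wells under 500 cells, flagged as cytotoxic or low count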
ER stress rescue: rescue of cells from ER stress-induced death, primary screen, 384-well, CSM14.1, thapsigargin, ATP luminescence (AID 1222). 190,000 tested, under 10 active. cellular ATP content (survival), % at 20 µM, or EC50 in µM where a hit was titrated. CSM14.1 thapsigargin-induced death rescue, ATP luminescence; higher % means a stronger effect;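 active means EC50 below 50 µM in the dose-response confirmation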;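 further: death triggered by thapsigargin at about 15 µM added after 2 h compound pretreatment; cell ATP read after overnight thapsigargin exposure of roughly 18 to 22 hours; normalized against plate controls of thapsigargin alone and 5% DMSO vehicle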
Autophagy mod: autophagy modulation, high-content screen; MEF GFP-LC3 puncta imaging; test concentration mostly 10 µM; calls only at 10 µM (by protocol); hit rate 0.98% among 190,000;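 active means percentage of spot-positive cells more than 3 SD above its plate mean, without a fluorescence outlier flag or 80% toxicity; inconclusive means no clear call, values can overlap the other calls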;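 further: spot-positive cell cutoff set from DMSO-treated cells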
Dynein transport: blocks dynein driven cargo transport along microtubules; 3617.4 mouse cells, GR-EGFP nuclear translocation imaging; test concentration mostly 20 µM; stimulated with dexamethasone, 1 µM; hits give low values; z-score, hits read low; hit rate 0.47% among 220,000; AID 1381;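 active means plate z-score of nuclear minus cytoplasmic receptor signal below a set negative limit, without overly bright fluorescence or cell loss, cut at about -3.5 in these data, passing the limit was not always enough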;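 further: z-score of nuclear minus cytoplasmic ring GR-EGFP intensity difference per well; some compounds called inactive have numbers as strong as hits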
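Buffer or medium: tet-free medium with charcoal-stripped serum / Also added: dexamethasone agonist, 1.0 µM final, for 30 min / Timing: induction 48 h, compound 1 h, agonist 30 min / Measured by: high-content fluorescence imaging after fixation / Read-out: nuclear-to-cytoplasmic GR-EGFP distribution per well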
M1AAP inhibition: malaria alanyl aminopeptidase activity blockers – biochemical, fluorogenic H-Leu-NHMec substrate, 1536-well (AID 1445); recombinant M1AAP, H-Leu-NHMec fluorogenic kinetic assay; higher % means a stronger effect; hit rate 0.42% among 220,000; inhibition, % at 30 µM, or IC50 in µM where a hit was titrated;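 active means primary inhibition above the hit cutoff, then over 50% inhibition at one or more dose response concentrations, cut at about 23% in these data, passing the limit was not always enough; inconclusive means conflicting primary data, or primary hits not chosen for dose response; inactive means low primary inhibition, or under 50% at every dose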;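 further: plate controls were DMSO full reaction for no effect and no enzyme background for full effect; strong numbers were not always called active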
Yfh1-off respiration: mitochondrial function rescue without frataxin homolog – Friedreich's ataxia, plus single-dose screen, dose response (AID 1465); S. cerevisiae Yfh1-off respiration, WST-1 reduction, 72 h; higher fold induction means a stronger effect; one-dose fold induction at 50 µM; EC50 in µM for titrated hits; hit rate 0.074% among 220,000;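 active means fold induction of absorbance versus untreated yeast above a set limit, then at least 30% activation at any dose in follow-up; inconclusive means repeats straddling the limit, or above it without dose testing; inactive means fold induction below the set limit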;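 further: activators that raise dye reduction in frataxin-depleted yeast; strong numbers were not always called active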
Hep lipid drop: hepatic lipid droplet formation modulation. AML12 mouse hepatocytes, oleate lipid droplets, BODIPY imaging. inhibition, % at 6.5 µM. hit rate 0.4% among 240,000. AID 1656;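 active means lipid droplet intensity inhibited by at least 50%, with more than 500 cells counted; inconclusive means wells with under 300 cells, treated as cytotoxic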
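material = mouse AML12 hepatocyte cell line, fixed after treatment | also added = 100 µM oleic acid challenge | doses = compound at 6.5 µM only | schedule = overnight exposure | technique = Image-based BODIPY and DAPI two-channel analysis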
P. falciparum M17LAP: P. falciparum M17LAP inhibitors, primary screen, biochemical, fluorogenic H-Leu-NHMec substrate, 1536-well (AID 1619) | recombinant M17LAP, H-Leu-NHMec fluorogenic kinetic assay; higher % means a stronger effect | one-dose inhibition, % at 30 µM; IC50 in µM for titrated hits | hit rate 0.38% among 220,000;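 active means compound inhibiting the enzyme by more than half at any dose during confirmatory dose-response retesting; inconclusive means strong single-dose inhibitors picked by rank but not retested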;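 further: plate controls were full reaction with DMSO carrier for no effect and no enzyme background for full effect; strong numbers were not always called active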
Dynein transport cytoplasmic EGFP: recorded beside Dynein transport, whose call it bears; z-score; measured here: cytoplasmic GR-EGFP intensity; hits give high values
Dynein transport nuclear GR-EGFP: further read-out of Dynein transport, marked with its call; z-score; measured here: nuclear GR-EGFP intensity;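 lower value marks the stronger effect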
Dynein transport cell count: second read-out of Dynein transport, no call of its own (marks repeat the call); z-score; measured here: cell count per field
Insulin prom up cell count: also measured in Insulin prom up; calls as there; cell count; measured here: cytotoxicity, nuclei count;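 total cells summed across four imaged fields per well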
Hep lipid drop cells 6.5 µM: also measured in Hep lipid drop; calls as there; cell count; measured here: cell count, cytotoxicity flag;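 cells counted across two imaged fields per well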
MT stabilizer Hoechst-high %: second read-out of MT stabilizer, no call of its own (marks repeat the call); % Hoechst-high responders; measured here: nuclear condensation Hoechst responders;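 share of cells brighter than vehicle mean plus two SD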
MT stabilizer cytotoxicity %: second read-out of MT stabilizer, no call of its own (marks repeat the call); toxicity, %; measured here: cytotoxicity by cell density;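 0% = mean cell density of plate MIN control wells and 100% = no cells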
Autophagy mod cell loss 18 h: further read-out of Autophagy mod, marked with its call; toxicity, %; measured here: cell loss, nuclei count;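 cell loss after 18 h compound exposure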
Numbers without * were called inactive; i = inactive; ? = inconclusive; . = not tested or not shown; + = active, no number.

SMILES | MT stabilizer | MT stabilizer Hoechst-high % | MT stabilizer cytotoxicity % | Insulin prom up | Insulin prom up cell count | ER stress rescue | Autophagy mod | Autophagy mod cell loss 18 h | Dynein transport | Dynein transport cytoplasmic EGFP | Dynein transport nuclear GR-EGFP | Dynein transport cell count | M1AAP inhibition | Yfh1-off respiration | Hep lipid drop | Hep lipid drop cells 6.5 µM | P. falciparum M17LAP
Cc1ccc(C)c(NC(=S)NC2CC3CCCC(C2)N3CC(C)C)c1 (centres undefined) | 2.1 | 1.9 | 2.9 | -0.05 | 1271 | -0.6% | i | -4 | -0.37 | -0.23 | 0.029 | -0.35 | 2% | i | 2 | 719 | -1%
Cc1ccc(NC(=O)c2ccc(Cl)c(N3C(=O)C=CC3=O)c2)cc1 | 1.9 | 1.2 | 8.9 | -0.49 | 1478 | -0.3% | i | -5 | -3.4 | 0.63 | -1.5 | 0.22 | -4% | i | . | . | 45%
Cc1cccc(NC(=O)/C(C#N)=C/c2cn(CC(=O)NCc3ccco3)c3ccccc23)c1 | 3.8 | 3.0 | 5.9 | -0.15 | 1246 | 2.7% | i | 17 | 0.28 | -0.11 | 0.26 | 0.026 | 2% | i | 16 | 693 | 8%
CCOC(=O)C1=C(CN2CCc3ccccc32)NC(=O)NC1c1cccc([N+](=O)[O-])c1 (centres undefined) | 1.5 | 1.6 | 12 | -2 | 946 | -0.2% | i | -11 | -1 | 1.1 | -0.55 | 0.69 | 5% | i | -3 | 775 | -7%
O=C(CCc1ccccc1)Nc1c(F)cccc1F | 3.0 | 2.0 | 1.3 | . | . | . | i | 21 | 2 | -0.16 | 1.9 | -1.8 | . | i | . | . | .
COc1ccc(-c2cn3nc4c(nc3n2)CCCC4)cc1 | 1.5 | 1.2 | 8.2 | -1.1 | 968 | -2.1% | i | 7 | -0.28 | 0.22 | 0.23 | 0.17 | 10% | . | 4 | 770 | 16%
O=C(Oc1c(-c2ccccc2)c(=O)n2c3c(cccc13)CC2)c1ccco1 | . | . | . | 0.4 | 1078 | . | . | . | -0.075 | -0.25 | -0.097 | 0.29 | 8% | i | -4 | 677 | 4%
Cc1cccc(C)c1NC(=O)NN1C(C)CCCC1C (centres undefined) | 3.2 | 1.6 | 16 | -0.44 | 1259 | 1.8% | i | -41 | 2.4 | -0.18 | 1.3 | -1.1 | 15% | i | -26 | 739 | -1%
CS(=O)(=O)N(CC(=O)NC1CCCC1)c1ccc(Oc2ccccc2)cc1 | 3.5 | 1.1 | 4.7 | -0.29 | 1578 | 0.0% | i | 5 | -0.38 | 0.63 | 0.36 | 0.13 | . | i | 6 | 655 | .
COc1ccc(-c2nc3ccc([N+](=O)[O-])cc3o2)cc1 | 3.2 | 1.7 | 7.4 | -0.03 | 1217 | -1.4% | i | 7 | 0.59 | -0.28 | -0.016 | -0.62 | -4% | i | -4 | 659 | -10%
CCc1cn([C@H]2C[C@H](O)[C@@H](CO)O2)c(=O)[nH]c1=O | 1.3 | 4.5 | 11 | . | . | -3.2% | i | 18 | -0.65 | -0.044 | -0.12 | 1.5 | 4% | i | 14 | 728 | -4%
COc1ccc(OCC(=O)N2CCN(S(=O)(=O)c3ccccc3[N+](=O)[O-])CC2)cc1 | 5.9 | 1.4 | 4.8 | 0.56 | 1689 | 1.4% | i | -19 | -0.24 | 0.088 | 0.13 | -0.26 | 9% | i | -4 | 632 | 12%
Cc1cc(C)c(NC(=O)C2CCCCN2C)c(C)c1 (centres undefined) | 1.7 | 1.7 | 1.9 | 0.01 | 997 | -1.2% | i | 7 | -0.022 | -0.17 | -0.17 | 0.84 | 1% | i | -2 | 740 | 3%
CCCN(CCC)S(=O)(=O)c1ccc(C(=O)Nc2nc(-c3ccccc3)c(C(=O)OCC)s2)cc1 | 7.2 | 4.0 | 1.3 | -0.26 | 1360 | 4.9% | i | 1 | 0.021 | -0.13 | -0.021 | -0.91 | 3% | i | -2 | 676 | 6%
CCCOC(=O)Nc1nc2ccccc2o1 | 2.4 | 2.1 | 4.7 | . | . | -1.9% | i | 0 | -0.88 | 0.59 | -0.39 | 0.64 | -9% | i | . | . | 2%
Cc1cccc(C)c1NC(=O)CN(C)CC(=O)Nc1ccccc1Oc1ccccc1 | 4.5 | 2.1 | 7.6 | 1.1 | 1224 | . | i | 10 | -0.76 | -0.27 | -0.42 | -0.27 | -2% | i | -21 | 690 | 0%
CCCCCCN(C(=O)CCCCCN1C(=O)NC(c2ccc(-c3ccccc3)cc2)C(C(=O)OCc2ccccc2)=C1C)C(C)C(=O)NCCCC (centres undefined) | 5.3 | 3.1 | 13 | -0.33 | 836 | 6.7% | + | -5.2* | 0.5 | -0.033 | 0.64 | 0.14 | 4% | . | -24 | 735 | -4%
COC(=O)c1ccc(COc2ccccc2/C=N/Nc2cccc(C(=O)O)c2)cc1 | 1.2 | 2.8 | 4.7 | -0.27 | 1391 | -1.3% | i | 19 | 0.14 | -0.05 | 0.32 | -1.3 | 47µM* | i | -8 | 685 | ?
O=C(c1ccc(Cl)cc1Cl)c1ncc(C(F)(F)F)cc1Cl | 1.6 | 0.8 | 6.2 | -0.19 | 1570 | 0.9% | i | 6 | -0.46 | -0.35 | -0.073 | 0.23 | -1% | i | . | . | -12%
COCCNCC(=O)Nc1nc(C)cs1 | 5.2 | 1.8 | 5.1 | 0.27 | 1482 | -0.3% | i | 7 | 0.64 | -0.31 | 0.58 | 0.84 | 0% | i | 0 | 643 | -6%
CCCn1c(CCC(=O)O)ccc1-c1cccs1 | 3.7 | 2.2 | 9.4 | -0.33 | 1022 | -0.4% | i | 9 | -0.83 | 0.2 | -0.43 | 0.2 | 14% | i | . | . | 19%
NNC(=O)c1nn(-c2ccccc2)cc1O | 3.9 | 2.4 | 6.9 | 0.24 | 1272 | -1.0% | i | -2 | -0.19 | -0.19 | -0.1 | 0.86 | 12% | i | 2 | 716 | -4%
CCCCOc1ccc(OCCNS(=O)(=O)N(C)C)cc1 | 3.4 | 2.1 | 9.8 | -0.8 | 1045 | -0.6% | i | 3 | -1.4 | -0.37 | -1 | 0.92 | 4% | i | . | . | 1%
O=C(Nc1ccccc1)OCc1cc(-c2ccc(Cl)cc2)on1 | 1.8 | 2.9 | 9.4 | -0.24 | 1527 | 0.1% | i | 15 | 1.9 | -0.17 | 1.8 | -1.9 | -3% | . | . | . | 5%
C/C(=N\NC(=O)c1cccnc1)c1cccc([N+](=O)[O-])c1 | 4.1 | 1.8 | 5.3 | -0.09 | 1271 | 3.7% | i | 9 | -0.24 | -0.17 | 0.64 | -0.44 | 1% | i | 26 | 768 | -7%

Later entries
SMILES | MT stabilizer | MT stabilizer Hoechst-high % | MT stabilizer cytotoxicity % | Insulin prom up | Insulin prom up cell count | ER stress rescue | Autophagy mod | Autophagy mod cell loss 18 h | Dynein transport | Dynein transport cytoplasmic EGFP | Dynein transport nuclear GR-EGFP | Dynein transport cell count | M1AAP inhibition | Yfh1-off respiration | Hep lipid drop | Hep lipid drop cells 6.5 µM | P. falciparum M17LAP
CCCCn1nc2cc(C(=O)NCC34CC5CC(CC(C5)C3)C4)ccc2c1OCC | 2.3 | 1.5 | 8.8 | -0.46 | 1773 | -1.0% | i | 2 | 0.83 | -0.2 | 1.1 | 0.5 | 6% | i | -7 | 679 | -1%
Cc1cc(C)nc(SCC(=O)Nc2ncc3c(n2)CCCC3=O)n1 | 4.0 | 2.9 | 4.2 | 0.08 | 1240 | -0.9% | i | 5 | -0.069 | -0.24 | 0.59 | -0.56 | 11% | i | 18 | 681 | -2%
CCOc1cc(C2NC(=O)NC(C)=C2C(=O)OCc2ccccc2)ccc1O (centres undefined) | 3.6 | 2.2 | 7.6 | 0 | 1063 | -2.2% | i | 8 | -1.2 | -0.18 | -0.43 | 1.4 | 4% | i | . | . | -3%
O=C(COC(=O)C1=COCCO1)Nc1ncc(C(F)(F)F)cc1Cl | 2.2 | 1.7 | 4.9 | -0.27 | 1229 | 1.5% | i | -17 | -0.19 | -0.2 | 0.12 | -0.63 | -3% | . | . | . | -8%
O=C(NCCN1CCOCC1)c1cnn2c1NC(c1cccs1)CC2C(F)(F)F (centres undefined) | 2.3 | 1.1 | 3.9 | -1.3 | 1369 | 2.3% | i | 23 | -0.47 | -0.049 | -0.098 | 0.59 | 0% | i | 0 | 717 | 1%
C/C(=N/NC(=O)c1cc(-c2ccc(Cl)s2)[nH]n1)c1ccco1 | . | . | . | 0.32 | 1023 | . | . | . | 0.49 | -0.22 | 0.84 | -0.8 | 22% | i | 10 | 657 | 11%
Cc1nc(C#N)c(NCc2ccc3c(c2)OCO3)o1 | 2.0 | 1.1 | 13 | 0.26 | 851 | -0.5% | i | -1 | 0.059 | -0.093 | -0.03 | 0.91 | 15% | i | 0 | 787 | 8%
COC1=C(C)C(O)=C(C(=O)/C=C/c2ccccc2)C(=O)C1(C)C | . | . | . | . | . | . | . | . | -5.2* | 0.48* | -2.1* | -0.0076* | 10% | i | -28 | 718 | 10%

From PubChem BioAssay
